High-throughput results: PubChem BioAssay, National Center for Advancing Translational Sciences (NCATS)
Sm TGR block: blocks Schistosoma mansoni thioredoxin glutathione reductase | Potency, µM (series often up to 114 µM), inactives show top-dose activity change, negative = inhibition, usual class: inhibitors | AID 485364 | actives 3% (n = 360,000) | Q962Y6 | purified TGR, DTNB reduction, TNB absorbance 405 nm; note: potency is the fitted concentration of half-maximal effect; nearly all actives have a fitted effect of over 60% in size
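First, TGR (20 nM dispensed) and NADPH were mixed with compound. Second, a 15 min room-temperature incubation followed. Third, further NADPH and then DTNB were added to start the reaction. Finally, TNB absorbance was monitored kinetically.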
Giardia FBPA inh: Giardia lamblia aldolase inhibition; Potency, µM (doses to about 59.6 µM), for inactives: at the highest dose activity, negative = inhibition, actives largely listed as inhibitors; actives 0.71% (n = 290,000); purified Giardia FBPA; A8B2U2; note: potency is the fitted concentration of half-maximal effect; nearly all actives have a fitted effect of over 55% in size
Target sequence (A8B2U2 whole entry, looked up): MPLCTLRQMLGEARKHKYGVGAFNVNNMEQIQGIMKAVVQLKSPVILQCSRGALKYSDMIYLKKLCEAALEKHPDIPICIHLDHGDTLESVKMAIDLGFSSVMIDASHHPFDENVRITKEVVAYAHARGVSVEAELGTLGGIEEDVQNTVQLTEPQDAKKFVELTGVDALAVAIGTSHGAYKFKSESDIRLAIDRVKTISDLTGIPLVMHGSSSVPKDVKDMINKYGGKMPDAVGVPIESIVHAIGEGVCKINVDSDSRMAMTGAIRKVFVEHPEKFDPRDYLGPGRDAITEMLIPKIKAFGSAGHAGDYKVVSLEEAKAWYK
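Giardia FBPA (40 nM reagent) was preincubated 10 min at RT with compound (up to 57.5 uM final), then substrate plus GAPDH/TPI/NAD/arsenate coupling system with diaphorase/resazurin was added; resorufin fluorescence (525/598 nm) was read after 20 min.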
AmpC inh no detg: inhibitors of E. coli AmpC beta-lactamase without detergent. AmpC nitrocefin hydrolysis, absorbance 480 nm, 0.0001% Triton. Potency, µM (series often up to 57.1 µM), for inactives: at the top dose activity change, negative = inhibition, actives largely listed as inhibitors. actives 0.52% (n = 330,000). AID 485341;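 note: potency is the fitted concentration of half-maximal effect; plate controls were no compound for no effect and no enzyme for full effect; nearly all actives have a fitted effect of over 20% in size; some results filed as inactive show a strong effect at the top dose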
Target sequence (P00811 whole entry, looked up): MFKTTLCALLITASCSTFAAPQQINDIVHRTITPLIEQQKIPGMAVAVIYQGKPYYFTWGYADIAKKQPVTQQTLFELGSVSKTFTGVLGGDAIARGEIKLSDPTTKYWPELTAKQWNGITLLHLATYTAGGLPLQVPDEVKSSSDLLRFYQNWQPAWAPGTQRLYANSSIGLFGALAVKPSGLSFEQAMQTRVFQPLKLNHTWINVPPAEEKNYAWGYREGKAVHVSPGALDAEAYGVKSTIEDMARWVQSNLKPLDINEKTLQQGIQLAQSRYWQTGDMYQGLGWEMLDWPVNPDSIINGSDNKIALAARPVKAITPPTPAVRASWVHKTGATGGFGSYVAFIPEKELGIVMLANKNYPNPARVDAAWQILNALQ
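20 mM phosphate pH 7.0 + 0.01% (detergent screen) or 0.0001% Triton X-100; 5.3 nM AmpC reagent; cpd preinc 15 min RT; nitrocefin (800 uM stock) to start; A480 q20 s × 4 min; Activity was normalised to no-enzyme and no-compound control wells.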
AmpC inh detg: blocks E. coli AmpC beta-lactamase in detergent assay | AmpC hydrolysis of nitrocefin, absorbance 480 nm, 0.01% Triton | actives 0.041% (n = 370,000) | Potency, µM (doses to about 114 µM), for inactives: top-dose activity change, negative = inhibition, hits mostly inhibitors;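 note: potency is the fitted concentration of half-maximal effect; 0% = no-compound wells and -100% = no-enzyme wells; nearly all actives have a fitted effect of over 25% in size; some results filed as inactive show a strong effect at the top dose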
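AmpC (5.3 nM in the dispensed reagent) in 20 mM phosphate pH 7.0 with 0.01% (detergent screen) or 0.0001% Triton X-100 was preincubated with compounds for 15 min at room temperature. Nitrocefin was then added from an 800 uM solution, and hydrolysis was followed at 480 nm.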
AMA1 RON2 block: inhibitors of Plasmodium falciparum AMA1-RON2 interaction | AlphaScreen AMA1-biotinylated RON2 peptide binding | Potency, µM (highest dose often 58.2 µM), for inactives: at the highest dose activity change, negative = inhibition, usual class: inhibitors | actives 0.2% (n = 360,000) | AID 720542;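 note: potency is the fitted concentration of half-maximal effect; 0% = vehicle wells and -100% = peptide control; nearly all actives have a fitted effect of over 45% in size; some results filed as inactive show a strong effect at the top dose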
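AMA1 (3D7) with his tag at 25 nM final met compounds first, then biotinylated RON2 peptide at 25 nM; detection used donor plus acceptor beads, 10 µg/mL apiece, read by AlphaScreen after 30 min at room temperature.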
HCMV antiviral: inhibitors of human cytomegalovirus; HFF cells, HCMV-luciferase reporter, 72 h; stronger effect = lower value; activity change, negative = inhibition, % at 57.5 µM; actives 4.5% (n = 410,000); in the data active = activity change below about -60%; inconclusive = no clear call, values can overlap the other calls; inactive = above about -39%
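Compounds were evaluated in HFFs infected with an HCMV luciferase reporter virus (MOI 1 PFU/cell). Luciferase in lysates collected 72 h post infection served as the replication measure.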
The depositor's hits bear a star; ? = inconclusive; . = not tested or not shown; [ ] = remark or other dose. Unless noted, calls come from the whole dose curve; as a rule, active = well fitted curve in the direction sought with a large enough effect; inconclusive = small, poorly fitted or top-dose-only effect, or another doubt; inactive = no such curve, though single readings can be large; an effect the other way counts as inactive or inconclusive. Unless noted, % is set by controls: 0 for no effect and ±100 for the full control effect.

(1) CC[C@]12c3[nH]c4ccccc4c3CCN1C(=O)C(CC(=O)NCCCn1ccnc1)C[C@@H]2C(=O)N1CCN(C(=O)c2ccco2)CC1 (stereo partly specified)
(2) O=C(CSc1cn(CC(=O)N2CCCCCC2)c2ccccc12)NCC1CCCO1 (stereo unspecified)
(3) COc1cccc(NC(=O)CN(C)S(=O)(=O)c2ccc3c(c2)n(C)c(=O)c(=O)n3C)c1
(4) COC(=O)c1c(-c2ccc(S(C)(=O)=O)cc2)sc2cc(OC)ccc12
(5) Cc1cccc(NC(=O)c2sc(NC(=O)c3ccco3)c(C#N)c2C)c1C
(6) CN(CC(=O)OCC(=O)NCC(F)(F)F)S(=O)(=O)c1ccc(Cl)cc1
(7) CC(=O)Nc1ccc(S(=O)(=O)NC(CSc2ccc(C(=O)O)cc2[N+](=O)[O-])C(=O)O)cc1 (stereo unspecified)
(8) COC(=O)[C@]1(C)N[C@H](CN(C)S(=O)(=O)c2ccc(C(C)(C)C)cc2)[C@@H]2C(=O)N(C)C(=O)[C@@H]21
(9) O=C(NN/C(=N/S(=O)(=O)c1ccc(Cl)cc1)c1ccccc1)c1ccc(O)cc1
(10) COc1ccc(Cc2nc3ccc(C(=O)NCc4cc(C)no4)cc3o2)cc1OC

| entry no. | 1 | 2 | 3 | 4 | 5 | 6 | 7 | 8 | 9 | 10 |
| --- | --- | --- | --- | --- | --- | --- | --- | --- | --- | --- |
| Sm TGR block | . | 4.8% | -13.9% | . | 7.1% | 7.1% | -23.1% | . | -6.6% | 6.2% |
| Giardia FBPA inh | . | 3.8% | . | . | 2.0% | 1.1% | -19.4% | . | 2.8% | 4.5% |
| AmpC inh no detg | 112.8%[activator] | 24.7% | -15.8% | 47.2% | -21.9% | -12.4% | -12.9% | 101.4%[activator] | -20.1% | 53.0% |
| AmpC inh detg | . | 5.0% | 0.4% | . | -12.8% | 2.9% | -11.2% | . | -10.6% | 4.3% |
| AMA1 RON2 block | 4.2% | 5.4% | -11.7% | 6.9% | 14.7% | -1.0% | -1.2% | -3.9% | -6.6% | 9.3% |
| HCMV antiviral | -9.0 | 8.2 | -2.8 | 104.0 | -21.7 | ? | -39.2 | -11.9 | 59.7 | 11.0 |

(11) COc1ccc(Cl)cc1NC(=O)C12CCC(C)(C(=O)O1)C2(C)C (stereo unspecified)
(12) COc1ccc(OC)c(NC(=O)/C=C/c2ccc(C)o2)c1
(13) CCc1cccc2c(C(=O)CN3C(=O)NC4(CCc5ccccc54)C3=O)c[nH]c12 (stereo unspecified)
(14) CSc1ncc(CN2CCN(CC=C(C)C)C(CCO)C2)cn1 (stereo unspecified)
(15) COc1ccc(OC)c2sc(N3CCN(C(=O)C4COc5ccccc5O4)CC3)nc12 (stereo unspecified)
(16) C/C(=N\O)C1(C)N(O)C(C)(C)C(c2ccc(F)cc2)=[N+]1[O-] (stereo unspecified)
(17) CCOc1ccc(C(=O)NC(=S)N2CCN(c3ccc(C(F)(F)F)cc3[N+](=O)[O-])CC2)cc1
(18) Cc1ccc(C)c(-n2c(CNC(=O)c3ccco3)nnc2SCC(=O)N2CCc3ccccc32)c1
(19) CC(NC(=O)c1ccco1)C(=O)OCc1cccc(C(F)(F)F)c1 (stereo unspecified)
(20) CC(C)(C)NC(=O)CN(Cc1cccs1)C(=O)c1csnn1

| entry no. | 11 | 12 | 13 | 14 | 15 | 16 | 17 | 18 | 19 | 20 |
| --- | --- | --- | --- | --- | --- | --- | --- | --- | --- | --- |
| Sm TGR block | 15.7% | 50.1µM* | -12.5% | 5.2% | 4.5% | 1.0% | -8.0% | 4.1% | . | -10.5% |
| Giardia FBPA inh | -1.2% | . | . | -0.1% | . | 1.5% | 2.0% | 0.1% | . | 0.1% |
| AmpC inh no detg | 14.5% | . | -38.9% | -3.9% | . | -9.6% | -26.8% | 1.1% | 0.6% | ? |
| AmpC inh detg | -14.3% | -1.4% | -1.7% | 2.5% | 1.6% | -12.7% | ? | 5.3% | . | -2.2% |
| AMA1 RON2 block | 0.4% | . | -4.4% | -8.9% | . | 11.6% | 48.7%[activator] | 40.5%[activator] | -6.0% | 12.2% |
| HCMV antiviral | -21.6 | 33.0 | -69.4* | 97.4 | -1.4 | -17.1 | 21.3 | 9.2 | -10.4 | -20.5 |

Reprinted from the part before: two entries, followed by the next part.
(19) CC(NC(=O)c1ccco1)C(=O)OCc1cccc(C(F)(F)F)c1 (stereo unspecified)
(20) CC(C)(C)NC(=O)CN(Cc1cccs1)C(=O)c1csnn1
(21) COc1ccnc2c1c(=O)n(Cc1ccc(F)cc1)c(=O)n2C
(22) O=C(C[C@H]1C/C=C\C[C@@H](Cc2ccc(F)cc2)C(=O)OC[C@H]2CCCN2C1=O)NCCO
(23) C[C@@H]1COC(=O)[C@@H](CC(=O)OC(C)(C)C)C/C=C\C[C@@H](CC(=O)N[C@@H](CO)Cc2ccccc2)C(=O)N1
(24) Cc1[nH]n(-c2ccccc2)c(=O)c1C=Nc1cccc2cccnc12
(25) O=C1/C(=C/c2cccnc2)SC(=S)N1C1CCS(=O)(=O)C1 (stereo unspecified)
(26) CN(Cc1ccc(CNC[C@H]2O[C@@H](n3cnc4c(N)ncnc43)[C@H](O)[C@@H]2O)o1)S(C)(=O)=O
(27) Nn1c(SCC(=O)Nc2ccc(N3CCOCC3)cc2)nnc1C1CC1
(28) Cc1c(C(=O)OCCOC(C)C)[nH]c2c1C(=O)CC(c1ccco1)C2 (stereo unspecified)
(29) O=C(CN1C(=O)S/C(=C\c2ccc(-c3cc(C(=O)O)ccc3Cl)o2)C1=O)Nc1ccc2c(c1)OCO2
(30) O=C(Nc1ccccc1C(=O)NC(Cc1c[nH]c2ccccc12)C(=O)O)c1ccco1 (stereo unspecified)

| entry no. | 19 | 20 | 21 | 22 | 23 | 24 | 25 | 26 | 27 | 28 | 29 | 30 |
| --- | --- | --- | --- | --- | --- | --- | --- | --- | --- | --- | --- | --- |
| Sm TGR block | . | -10.5% | 0.7% | . | . | 2.6% | -1.6% | . | . | ? | -24.4% | -2.0% |
| Giardia FBPA inh | . | 0.1% | -8.4% | . | . | -19.0% | 2.2% | . | . | -10.3% | . | 14.4% |
| AmpC inh no detg | 0.6% | ? | -15.7% | 196.4%[activator] | 122.4%[activator] | 1.3% | -16.8% | 0.0% | -10.9% | -45.9% | -36.3% | -25.0% |
| AmpC inh detg | . | -2.2% | -1.0% | . | . | -14.4% | 7.5% | . | . | -4.3% | 79.4µM* | -6.9% |
| AMA1 RON2 block | -6.0% | 12.2% | 13.9% | 6.4% | 6.1% | 6.0% | 16.5% | 2.2% | -0.1% | -4.9% | . | -7.4% |
| HCMV antiviral | -10.4 | -20.5 | 41.3 | -9.2 | 9.7 | -63.0* | ? | 0.4 | 0.0 | . | ? | 27.1 |

(31) CC(C)(C)OC(=O)N1CC(O)CC1C(=O)OCC(=O)c1ccccc1 (stereo unspecified)
(32) Cc1ccc(-c2nnn(CC(=O)N(Cc3ccc(F)cc3)C(C(=O)NC3CCCC3)c3ccncc3)n2)o1 (stereo unspecified)
(33) Cc1cc(C)cc(N2CCCn3c2nc2c3c(=O)n(CCN3CCOCC3)c(=O)n2C)c1
(34) CC1CC2=C(C(=O)O1)C(C)Nc1ccccc1N2 (stereo unspecified)
(35) Cc1nc2ccccc2c(=O)n1NC(=O)/C=C/c1ccccc1Cl
(36) CCOc1ccc2c(c1)c(=O)c(S(=O)(=O)c1ccc(CC)cc1)cn2C
(37) O=C(c1cccnc1)C1CCCN(Cc2nc(Cc3ccccc3)no2)C1 (stereo unspecified)
(38) O=C(COC(=O)CCCSc1nc2ccccc2[nH]1)Nc1cccc(F)c1
(39) CCOC(=O)c1c2ccc(OCC(=O)N/N=C/c3ccccc3C(F)(F)F)cc2n2ccccc12
(40) Cc1ccc(C(=O)COC(=O)C2CCC2)cc1

| entry no. | 31 | 32 | 33 | 34 | 35 | 36 | 37 | 38 | 39 | 40 |
| --- | --- | --- | --- | --- | --- | --- | --- | --- | --- | --- |
| Sm TGR block | -5.0% | ? | 4.0% | -2.5% | 4.8% | 10.4% | -9.8% | -7.1% | -1.2% | 10.6% |
| Giardia FBPA inh | 1.7% | -0.4% | 3.4% | -0.5% | 1.9% | -7.4% | -0.2% | -4.3% | ? | 16.5% |
| AmpC inh no detg | -1.1% | 139.5%[activator] | 124.0%[activator] | -3.5% | -8.5% | -14.8% | 41.9% | -21.7% | -17.3% | -35.9% |
| AmpC inh detg | -2.3% | ? | 1.4% | 2.3% | 1.1% | -10.8% | -4.2% | -3.7% | ? | -0.5% |
| AMA1 RON2 block | 1.1% | 11.3% | -5.5% | 1.7% | -17.2% | 5.5% | 8.8% | -23.9% | . | 41.6%[activator] |
| HCMV antiviral | -6.5 | 32.6 | -18.5 | 4.7 | 21.8 | ? | 2.3 | 1.0 | . | . |

(41) Cc1ccc(C)c(NC(=O)CCc2c(C)n(C)c3cc(-c4ccccc4C)nn3c2=O)c1
(42) Cc1noc(C)c1NC(=O)Nc1ccc2c(c1)C(=O)N([C@H](C)CO)C[C@H](C)[C@@H](CN(C)C(=O)NC(C)C)O2
(43) CCN(CC)S(=O)(=O)c1ccc2c(c1)N(CC(=O)Nc1ccc(Cl)cc1)C(=O)C1CCCN21 (stereo unspecified)
(44) CCCN(C(=O)c1cc2c(s1)-c1ccccc1OC2)c1ccc(C(C)C)cc1
(45) COc1cc(/C=C/C(=O)OCC(=O)N(C)Cc2ccccc2)ccc1O
(46) Clc1ccccc1Sc1ccc(-c2ccccn2)s1
(47) COC(=O)C1CCN(C(=O)COC(=O)c2cc(-c3ccccc3)nc3ccc(OC)cc23)CC1
(48) COCCN(Cc1ccccc1)C(=O)c1cc(S(=O)(=O)N2CCCCCC2)ccc1OC

| entry no. | 41 | 42 | 43 | 44 | 45 | 46 | 47 | 48 |
| --- | --- | --- | --- | --- | --- | --- | --- | --- |
| Sm TGR block | -7.0% | . | ? | 8.3% | ? | 2.5% | 2.2% | -4.7% |
| Giardia FBPA inh | . | . | . | . | . | 4.0% | . | . |
| AmpC inh no detg | . | 17.1% | . | . | -36.1% | -49.1% | 111.5%[activator] | 106.8%[activator] |
| AmpC inh detg | 2.4% | . | -0.4% | -6.9% | -4.6% | -3.9% | -2.9% | -11.2% |
| AMA1 RON2 block | . | -1.8% | . | . | -6.3% | 66.7%[activator] | 51.9%[activator] | 64.9%[activator] |
| HCMV antiviral | 0.5 | -11.7 | -4.5 | 6.9 | -0.5 | 0.7 | . | -2.4 |

Full records as entered above. Screens in order: Sm TGR block	Giardia FBPA inh	AmpC inh no detg	AmpC inh detg	AMA1 RON2 block	HCMV antiviral
CCCN(C(=O)c1cc2c(s1)-c1ccccc1OC2)c1ccc(C(C)C)cc1 as listed: 8.3%	.	.	-6.9%	.	6.9
COCCN(Cc1ccccc1)C(=O)c1cc(S(=O)(=O)N2CCCCCC2)ccc1OC as listed: -4.7%	.	106.8%[activator]	-11.2%	64.9%[activator]	-2.4
CCN(CC)S(=O)(=O)c1ccc2c(c1)N(CC(=O)Nc1ccc(Cl)cc1)C(=O)C1CCCN21 (stereo unspecified) as listed: ?	.	.	-0.4%	.	-4.5

This is a random part of the collection; about 7.8% have a hit in one of these screens.
